# HT1080 IDH1KD tx – kills HT-1080 cells with IDH1 knockdown; 2% of 360,000 active; Potency, µM (doses to about 46.1 µM), without a hit: top-dose activity, negative = toxicity, usual class: cytotoxic; HT-1080 IDH1 knockdown viability, ATP luminescence, 48 h; AID 686971;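 note: potency is the fitted concentration of half-maximal effect; 0% = DMSO wells and -100% = cell-free medium wells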
#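 % activity derives from luminescence (CellTiter-Glo), normalised to DMSO and no-cell wells. HT-1080-IDH1KD cells, 750/well, had 48 h compound exposure at 37 °C.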
# ATXN2 expr inh – reduces ATXN2 reporter expression in HEK-293 cells | 0.72% of 360,000 active | AID 1745845 | Potency, µM (titrated, usually from 57 µM), inactives show top-dose activity change, negative = inhibition, actives largely listed as inhibitors | HEK-293 ATXN2-luciferase reporter, luminescence, 24 h; note: potency is the fitted concentration of half-maximal effect; % is set by controls: 0 for no effect and ±100 for the full control effect; nearly all actives have a fitted effect of over 55% in size
#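 ATXN2-luciferase reporter cells (luciferase flanked by upstream and downstream ATXN2 gene portions) were treated 24 h at 37 °C with compounds at up to 57 uM. SteadyGlo luminescence gave expression; GF-AFC fluorescence gave viability.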
# MCF10A rereplic – induces DNA re-replication in MCF 10a normal breast cells; Potency, µM (doses to about 46.1 µM), for the others: top-dose activity, positive = re-replication, usual class: activators; MCF 10A DNA re-replication, Hoechst nuclear intensity, 48 h; AID 624296; 2.9% of 350,000 active; note: potency is the fitted concentration of half-maximal effect; % of control where 0% means no effect; nearly all actives have a fitted effect of over 50% in size
# ATXN viability – cell viability loss in ATXN counter-screen | Potency, µM (top dose mostly 56.7 µM), most hits filed as cytotoxic | 0.49% of 400,000 active | S2 cells (HEK-293 line with an ATXN2-luciferase reporter) viability, CellTiter-Fluor protease fluorescence, 24 h; note: potency is the fitted concentration of half-maximal effect; nearly all actives have a fitted effect of over 40% in size
# IL1B secr inh – blocks inflammasome-driven IL-1 beta release | activity change, % at 57.5 µM | THP-1 LPS/ATP IL-1B secretion, AlphaLISA, 16 h; active compounds read low | 4.7% of 360,000 active; in the data active = activity change below about -50%; inconclusive = mostly about -30% to -49%; note: % is set by controls: 0 for no effect and ±100 for the full control effect
#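 THP-1 cells pretreated 1 hr with compounds (up to 57.5 uM final), then stimulated with LPS (250 ng/mL final) plus ATP (1.25 mM final); secreted IL-1B measured by AlphaLISA after 16 hr, decreased signal indicating inhibition.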
# SW480 rereplic – inducers of DNA re-replication in SW480 colon cancer cells; SW480 DNA re-replication, Hoechst DNA content imaging, 48 h; Potency, µM (series often up to 46.1 µM), without a hit: top-dose re-replication activation, hits mostly activators; 1.8% of 340,000 active; AID 624297; note: potency is the fitted concentration of half-maximal effect; % of control where 0% means no effect; nearly all actives have a fitted effect of over 55% in size
#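 Per well, 250 cells were exposed to pinned compound for 48 hr. Nuclear DNA was visualised with Hoechst (40 min, 37 C) and total object intensity recorded by fluorescence scanning.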
# KB-3-1 cytotox – kills parental KB-3-1 adenocarcinoma cells. KB-3-1 viability, CellTiter-Glo ATP luminescence, 72 h. Potency, µM (highest dose often 46.1 µM), for the others: at the highest dose activity change, negative = cytotoxic, hits mostly cytotoxic. AID 1347075. 1.4% of 400,000 active; note: potency is the fitted concentration of half-maximal effect; % is set by controls: 0 for no effect and ±100 for the full control effect; nearly all actives have a fitted effect of over 60% in size
#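 Cells are dispensed, compounds pinned in, plates held at 37 °C for 72 h, then CellTiter-Glo is added and luminescence read after 10 minutes. Cell line: parental KB-3-1 in phenol-red-free DMEM, 10% FBS.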
# KB-V1 MDR tox – kills drug-selected multidrug resistant KB-V1 cells | Potency, µM (titrated, usually from 46.1 µM), for inactives: top-dose activity change, negative = cytotoxicity, most hits filed as cytotoxic | AID 1347076 | KB-V1 MDR cells viability, CellTiter-Glo, 72 h | 3.4% of 400,000 active; note: potency is the fitted concentration of half-maximal effect; % is set by controls: 0 for no effect and ±100 for the full control effect; nearly all actives have a fitted effect of over 60% in size
#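 Luminescent ATP read-out (CellTiter-Glo, 10 min) measures survival of drug-selected KB-V1 MDR cells after 72 h, 37 degrees C compound exposure. Medium: phenol-red-free DMEM, 10% FBS. Values from fitted concentration-response curves.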
# HT1080NT lethal – kills 2HG-producing HT-1080-NT fibrosarcoma cells; HT-1080-NT fibrosarcoma viability, CellTiter-Glo ATP luminescence, 48 h; Potency, µM (top dose mostly 46.1 µM), inactives show top-dose activity, negative = less viability, most hits filed as cytotoxic; 1.6% of 360,000 active; AID 686970;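 note: NT is the 2HG producing partner of a matched IDH1 knockdown line; potency is the fitted concentration of half-maximal effect; 0% = DMSO-treated cells and -100% = media-only wells without cells; nearly all actives have a fitted effect of over 55% in size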
#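 Toxicity toward the 2HG-producing NT line was scored as %Activity, normalised to DMSO and no-cell wells, from CellTiter-Glo luminescence after 48 hours' treatment.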
# Numbers without * were called inactive; i = inactive; ? = inconclusive; nt = not tested or not shown; [ ] = dose if it differs, or a comment. Unless noted, calls come from the whole dose curve; as a rule, active = well fitted curve in the direction sought with a large enough effect; inconclusive = small, poorly fitted or top-dose-only effect, or another doubt; inactive = no such curve, though single readings can be large; an effect the other way counts as inactive or inconclusive.
SMILES,HT1080 IDH1KD tx,ATXN2 expr inh,MCF10A rereplic,ATXN viability,IL1B secr inh,SW480 rereplic,KB-3-1 cytotox,KB-V1 MDR tox,HT1080NT lethal
CC(CCc1ccccc1)NC(=O)CN1CCN(c2ccc(O)cc2)CC1 (stereo not drawn),-4.8%,-25.7%,?,i,7.8,13.1%,-5.5%,?,-19.8%
Cc1ccc(S(=O)(=O)N(C)CC(=O)NCC(=O)Nc2ccc(F)c(F)c2F)cc1,-8.4%,-3.5%,?,i,4.2,33.3%,-10.3%,-0.9%,-3.7%
CCCCNC(=O)Cn1cnc2ccc(S(=O)(=O)N3CCC(C)CC3)cc2c1=O,-3.5%,-12.8%[11.3 µM],-0.6%,i,-8.2,7.3%,-2.5%,-10.0%,1.3%
CCN(CC)CCNC(=O)c1ccc(NC(=O)C2CCN(c3ncnc4sc(C)c(C)c34)CC2)cc1,?,?,?,i,-8.3,20.6µM*,5.7%,6.5%,?
Cc1c(S(=O)(=O)N2CCOCC2)c(=O)n(C)c(=O)n1C,-1.4%,1.3%,3.1%,i,14.1,-9.7%,4.9%,29.7%,2.2%
COc1ccccc1N1CCN(C(=O)c2coc(=O)c(Br)c2)CC1,3.0%,2.6%,?,i,13.7,-5.0%,3.0%,0.0%,-13.1%
O=C(Nc1ccc(Cl)cc1)c1ccc2nsnc2c1,-15.0%,-3.2%,-8.1%,?,15.6,?,3.3%,?,-4.3%
CC(=O)Nc1cccc(-n2nnc(SCC(=O)c3ccccc3)n2)c1,-0.6%,nt,?,i,0.0,?,-13.7%,-14.2%,-0.2%
Cc1nn(C)cc1NC(=O)CC12CC3CC(CC(C3)C1)C2,14.0%,3.2%,1.3%,i,16.9,-1.0%,0.8%,-3.1%,13.4%
Cc1nn(C)cc1CNC(=O)Nc1cccc(Cl)c1,1.6%,38.8%[activator],-0.5%,i,51.5,-4.4%,3.2%,6.6%,0.2%
CCOc1ccccc1Nc1ccc(C(=O)O)cc1N,4.6%,-11.3%,-2.1%,i,-7.3,-5.5%,0.1%,19.3%,-17.8%
Cc1cc(C)n(-c2ccc(C(=O)OCC(=O)Nc3ccc(S(=O)(=O)N4CCOCC4)cc3)cc2)n1,8.5%,-2.7%,0.2%,i,5.2,-5.6%,-9.5%,13.3%,3.1%
CSCCC(NC(=O)c1ccccc1)C(=O)NCc1ccc(S(N)(=O)=O)cc1 (stereo not drawn),2.6%,nt,-8.5%,i,11.3,11.9%,-0.3%,?,4.4%
COc1cccc(CNc2nccn(-c3ccc(OC)c(OC)c3)c2=O)c1,nt,-22.5%,nt,i,nt,nt,-18.8%,-5.1%,nt
O=C(c1ccccc1Br)N1CCc2c([nH]c3ccccc23)C1,-0.3%,-1.5%,9.8%,i,-13.9,-10.4%,5.3%,0.1%,-2.4%
O=C1C(Nc2ccccc2)=C(NS(=O)(=O)c2ccccc2)C(=O)c2ccccc21,-14.1%,3.6%,-2.2%,i,-8.8,-1.2%,-14.3%,?,-16.9%
COc1ccc([C@H]2C[C@@H](n3cc(C4CC4)nn3)[C@H](O)CN2C(=O)c2cccs2)cc1,5.0%,4.9%,nt,i,13.2,nt,-9.1%,?,13.9%
O=C(O)c1cc(=O)[nH]c2ccc(S(=O)(=O)Nc3ccc(F)cc3)cc12,11.8%,nt,-3.2%,i,7.6,-6.5%,-1.0%,9.5%,16.5%
O=C(NCCS(=O)(=O)N1CCN(C(=O)c2ccco2)CC1)c1ccccc1,6.0%,nt,nt,i,-0.7,nt,0.1%,26.7%,8.6%
COc1cccc2sc(N(CCCN(C)C)C(=O)CCS(=O)(=O)c3ccccc3)nc12,?,nt,6.51µM*,nt,-103.0*,?,18.4µM*,0.0%,?

# An excerpt from above in order of number of heavy atoms, highest first.
SMILES,HT1080 IDH1KD tx,ATXN2 expr inh,MCF10A rereplic,ATXN viability,IL1B secr inh,SW480 rereplic,KB-3-1 cytotox,KB-V1 MDR tox,HT1080NT lethal
CCN(CC)CCNC(=O)c1ccc(NC(=O)C2CCN(c3ncnc4sc(C)c(C)c34)CC2)cc1,?,?,?,i,-8.3,20.6µM*,5.7%,6.5%,?
COc1cccc2sc(N(CCCN(C)C)C(=O)CCS(=O)(=O)c3ccccc3)nc12,?,nt,6.51µM*,nt,-103.0*,?,18.4µM*,0.0%,?
CSCCC(NC(=O)c1ccccc1)C(=O)NCc1ccc(S(N)(=O)=O)cc1 (stereo not drawn),2.6%,nt,-8.5%,i,11.3,11.9%,-0.3%,?,4.4%
O=C(O)c1cc(=O)[nH]c2ccc(S(=O)(=O)Nc3ccc(F)cc3)cc12,11.8%,nt,-3.2%,i,7.6,-6.5%,-1.0%,9.5%,16.5%
Cc1nn(C)cc1NC(=O)CC12CC3CC(CC(C3)C1)C2,14.0%,3.2%,1.3%,i,16.9,-1.0%,0.8%,-3.1%,13.4%
CCOc1ccccc1Nc1ccc(C(=O)O)cc1N,4.6%,-11.3%,-2.1%,i,-7.3,-5.5%,0.1%,19.3%,-17.8%
O=C(Nc1ccc(Cl)cc1)c1ccc2nsnc2c1,-15.0%,-3.2%,-8.1%,?,15.6,?,3.3%,?,-4.3%

# Next records follow:
SMILES,HT1080 IDH1KD tx,ATXN2 expr inh,MCF10A rereplic,ATXN viability,IL1B secr inh,SW480 rereplic,KB-3-1 cytotox,KB-V1 MDR tox,HT1080NT lethal
CN(C)CCN=Cc1c(O)n(-c2ccc(S(=O)(=O)N3CCOCC3)cc2)c(=O)c2ccccc12,-1.3%,-17.5%,-27.6%,i,-18.0,18.4µM*,-1.6%,-11.1%,-0.8%
COc1cccc(NC(=O)CN2C(=O)C3(SCC(=O)N3c3cc(C)cc(C)c3)c3ccccc32)c1 (stereo not drawn),nt,8.5%,nt,i,nt,nt,?,?,nt
NC(=O)c1ccc(-n2nnnc2SCC(=O)Nc2ccccc2)cc1,0.5%,nt,-1.1%,i,-10.3,-7.9%,6.2%,14.3%,-0.8%
CC1CCCC(NC(=O)CSc2nnc(C(F)(F)F)n2C)C1C (stereo not drawn),0.0%,0.6%,-1.2%,i,0.7,-35.9%[inhibitor],-1.7%,-26.1%,2.5%[9.24 µM]
CC(=O)NC(Cc1ccccc1)C(=O)OCC(=O)c1ccc(F)cc1 (stereo not drawn),9.1%,-3.1%,-1.2%,i,-13.8,-4.2%,19.6%,9.0%,14.4%
Cc1cc(C)cc(NC(=O)c2cccnc2)c1,-0.9%,-5.6%,-1.2%,i,-6.9,-6.3%,-0.2%,-13.0%,-4.4%
CCc1cccc(OCC2Cn3c(nc4c3c(=O)n(C)c(=O)n4C)O2)c1 (stereo not drawn),?,?,-1.7%,i,38.3,3.9%,?,-9.5%,-21.6%
O=C(O)C[C@H]1c2cc(F)ccc2S(=O)(=O)N1C1CCN(Cc2ccccc2)CC1,9.4%,9.8%,-18.7%,i,-10.6,-6.4%,-5.6%,0.0%,6.3%
COc1ccc(C(C(=O)Nc2ccc3c(c2)OCCO3)n2c(=O)c(-c3cc4ccccc4[nH]3)nc3ccccc32)cc1 (stereo not drawn),-9.5%,nt,nt,nt,-13.2,nt,-5.7%,-7.7%,-9.4%
CC(C)CCn1c(Sc2nc3ccccc3s2)nc2c1c(=O)[nH]c(=O)n2C,-11.1%,-14.0%,?,i,-16.2,-19.2%,-12.1%,?,-19.9%
Cc1cccc(NC(=O)C(c2cccc([N+](=O)[O-])c2)N2CCCCC2)c1 (stereo not drawn),-6.2%,-14.0%,5.5%,?,-24.1,27.9%,-1.5%,14.6µM*,-0.3%
CC(=O)N1C[C@H]2CON(C)[C@H]2C[C@H]1c1ccc(-c2ccc(C#N)cc2)cc1,0.3%,6.0%,nt,i,21.9,nt,26.9%,9.7%,-1.1%
CC1CCN(S(=O)(=O)c2cccc(C(=O)N(Cc3ccccc3)c3ccccn3)c2)CC1,-7.2%,3.5%[11.3 µM],-0.4%,i,0.0,-8.4%,-1.4%,?,9.4%
Cc1ccc(-c2cc(C(=O)OCC(=O)c3ccccc3)c3cccc(Cl)c3n2)cc1,nt,-22.2%,nt,i,nt,nt,11.0%,23.7%,nt
CCN(C(=O)COC(=O)c1ccccc1Cc1ccccc1)c1c(N)n(Cc2ccccc2)c(=O)[nH]c1=O,-3.7%,?,?,i,-5.4,-16.3%,?,5.8%,-5.5%
Cc1cc(C)c2cc(C#N)c(N3CCCN(S(=O)(=O)c4ccccc4)CC3)nc2c1,2.5%,-3.8%,4.1%,i,29.3,5.0%,2.5%,5.9%,7.3%
COc1ccc(N2CC(C(=O)OCC(=O)Nc3cccc(C)c3)CC2=O)cc1 (stereo not drawn),11.2%,-16.9%,-8.8%,i,-14.2,-2.9%,4.5%,3.3%,-1.3%
CN(CCC(=O)Nc1ccc(Br)cc1)Cc1ccccc1,-5.5%,-9.1%,11.2%,i,-62.1*,-2.7%,-5.4%,-1.0%,?
Cc1ccc2[nH]c3c(c2c1)CN(C(=O)CN1CCN(Cc2ccc4c(c2)OCO4)CC1)CC3,?,-17.2%,3.7%,?,-21.4,8.9%,?,-8.2%,20.6µM*
CC(C)CCc1noc(CN2CCN(CC(=O)NC(C)C)CC2)n1,-4.7%,-30.8%,-2.3%,i,21.8,29.3%,-3.9%,-0.9%,-11.9%
Cc1cccc(C)c1OCC(=O)Nc1ccc(NC(=O)c2ccco2)cc1,2.0%,-10.5%,?,i,-16.6,-11.9%[1.84 µM],13.5%,25.3%,-7.5%
COc1ccccc1N=Cc1c(O)c2ccccc2oc1=O,5.1%,-4.3%,?,i,15.6,-5.4%,24.3%,12.6%,1.1%
COc1ccc(C(=O)N2CCc3cc(OC)c(OC)cc3C2c2ccc(OC)c(OC)c2)cc1OC (stereo not drawn),-21.5%,0.6%,-17.6%,i,-2.8,4.3%,1.9%,-1.7%,-23.1%

# Bioassay records from PubChem.
